LMPTP inh – LMPTP phosphatase inhibitors, primary screen, biochemical, fluorescence intensity, uHTS. Low molecular weight phosphotyrosine protein phosphatase (Homo sapiens), P24666. recombinant LMPTP-A, OMFP fluorogenic substrate. inhibition, % at 20 µM. 360,000 compounds, 0.22% hits;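 active means compounds that cut the enzyme signal by at least half of the control window in the single-dose screen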;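 further: plate controls were DMSO wells with enzyme plus substrate for no effect and substrate without enzyme for full effect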
Target sequence (P24666 whole entry, looked up): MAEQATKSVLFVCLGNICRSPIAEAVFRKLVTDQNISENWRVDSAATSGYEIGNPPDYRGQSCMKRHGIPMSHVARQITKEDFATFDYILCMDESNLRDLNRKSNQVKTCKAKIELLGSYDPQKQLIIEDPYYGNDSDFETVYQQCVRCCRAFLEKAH
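Test system – LMPTP-A enzyme · Amount – LMPTP-A at 0.625 nM final in the reaction · Buffer or medium – Bis-Tris pH 6.0, DTT, detergent · Reagent – OMFP 400 µM · Doses – single 20 µM dose · Schedule – reaction 50 min, room temperature, dark · Detection – fluorescence intensity of OMFP turnover product · Evaluation – percent inhibition versus substrate-only and uninhibited controls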
STEP block – STEP phosphatase inhibitors, primary screen, biochemical, fluorescence intensity, uHTS | Tyrosine-protein phosphatase non-receptor type 5 (Homo sapiens), P54829 | recombinant STEP, OMFP fluorogenic substrate | inhibition, % at 20 µM | 360,000 compounds, 0.25% hits | AID 588621, 2011;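 active means inhibition at 20 µM, scaled per plate between control wells, above about 37%, limit read from the data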;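 further: 0% = DMSO with enzyme and substrate and 100% = substrate only without enzyme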
Target sequence (P54829 whole entry, looked up): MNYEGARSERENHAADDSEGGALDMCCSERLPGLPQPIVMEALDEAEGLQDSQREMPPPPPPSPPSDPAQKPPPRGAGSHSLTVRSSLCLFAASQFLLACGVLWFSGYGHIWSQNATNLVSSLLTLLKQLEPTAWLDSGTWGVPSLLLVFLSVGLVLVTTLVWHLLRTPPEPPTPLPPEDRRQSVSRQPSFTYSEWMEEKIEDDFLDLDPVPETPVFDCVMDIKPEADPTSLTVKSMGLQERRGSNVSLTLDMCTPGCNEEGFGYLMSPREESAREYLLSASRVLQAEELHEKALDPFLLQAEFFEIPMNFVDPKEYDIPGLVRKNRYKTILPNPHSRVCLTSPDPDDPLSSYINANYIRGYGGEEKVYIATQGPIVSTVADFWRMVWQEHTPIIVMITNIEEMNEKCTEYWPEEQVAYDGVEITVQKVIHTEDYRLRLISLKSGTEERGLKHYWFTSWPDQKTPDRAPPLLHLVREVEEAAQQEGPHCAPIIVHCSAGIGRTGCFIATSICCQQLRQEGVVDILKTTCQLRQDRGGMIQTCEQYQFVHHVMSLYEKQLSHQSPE
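Material: STEP (striatal-enriched tyrosine phosphatase) enzyme, cell-free | Medium: 50 mM Bis-Tris pH 6.0 with 2.5 mM DTT and 0.005% Tween 20 | Read-out: Percent inhibition scaled to no-enzyme and uninhibited-enzyme controls, plate-pattern corrected | Signal: Fluorescence read at 480 nm ex / 540 nm em | Times: 20 min reaction, room temperature, in the dark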
Rpn11 block – Rpn11 (PSMD14) deubiquitinase inhibitors, primary screen, biochemical, fluorescence polarization, uHTS. 360,000 compounds, 0.59% hits. calls only at 20 µM. human 26S proteasome, Ub4-pepOG fluorescence polarization; 20S core pre-blocked with epoxomicin;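 active means inhibition at 20 µM, scaled to each plate's controls, above about 33%, limit read from the data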
Target sequence (O00487 whole entry, looked up): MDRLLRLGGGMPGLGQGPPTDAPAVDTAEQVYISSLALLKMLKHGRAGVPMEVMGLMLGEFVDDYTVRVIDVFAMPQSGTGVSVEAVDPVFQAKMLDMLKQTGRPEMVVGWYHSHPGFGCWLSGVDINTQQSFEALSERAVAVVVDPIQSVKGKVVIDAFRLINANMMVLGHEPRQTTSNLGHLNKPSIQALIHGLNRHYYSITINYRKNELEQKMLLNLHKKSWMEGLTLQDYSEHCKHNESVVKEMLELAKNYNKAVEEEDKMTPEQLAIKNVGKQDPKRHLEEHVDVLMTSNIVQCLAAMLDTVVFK
TbMetRS inhib – T. brucei MetRS inhibitors, primary screen, biochemical, luminescence; methionyl-tRNA synthetase (Trypanosoma brucei brucei); purified T. brucei MetRS, ATP depletion, Kinase-Glo luminescence; inhibition, % at 11.9 µM; 360,000 compounds, 0.4% hits;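 active means inhibition above a per-plate cutoff of the control wells' mean inhibition plus 3 SD, cut at about 5.5% in these data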;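 further: 0% = DMSO wells median and 100% = median of wells with control inhibitor compound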
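Material – parasite MetRS enzyme · Medium – HEPES-MgCl2-KCl buffer plus DTT, spermine, BSA, pyrophosphatase · Reagent – ATP, methionine and E. coli bulk tRNA substrates · Times – 15 min enzyme-compound preincubation, 2 h reaction, 10 min detection, 25 °C · Measured by – luminescence of leftover ATP · Evaluation – percent inhibition relative to median high and low control wells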
DNMT1 block – human DNMT1 methyltransferase inhibitors, primary screen, biochemical, molecular beacon, fluorescence, HinP1I cleavage, uHTS; DNA (cytosine-5)-methyltransferase 1 (Homo sapiens), P26358; inhibition (reported as % activation of signal), % at 10 µM; 360,000 compounds, 0.83% hits; in the data active means inhibition above about 50%
PABP1 MLLE inh – inhibitors of PABP1 MLLE–PAM2 peptide binding, primary screen, biochemical, fluorescence polarization, FITC-PAM2, GST-MLLE; inhibition, % at 20 µM; 360,000 compounds, 0.36% hits; Polyadenylate-binding protein 1 (Homo sapiens), P11940; in the data active means inhibition above about 35%, passing the limit was not always enough;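 further: plate controls were DMSO wells with GST-MLLE for no effect and wells lacking GST-MLLE protein for full effect; some results filed as inactive read as strong as hits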
Scp-1 inhibitor – Scp-1 phosphatase inhibitors, primary screen, biochemical, colorimetric, uHTS; Recombinant Scp1, phosphopeptide, malachite green phosphate absorbance; inhibition, % at 20 µM; 340,000 compounds, 0.88% hits;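 active means inhibition above about 50% at 20 µM, limit read from the data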;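 further: plate controls were DMSO wells with enzyme for no effect and wells lacking enzyme for full effect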
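Assay system: SCP-1 catalytic fragment, aa 76-261 | Buffer or medium: Tris acetate buffer pH 5.5 with MgCl2 and Tween-20 | Compound: One concentration, 20 µM, with 1.0% DMSO | Also added: Phospho 17-mer peptide substrate | Signal: Absorbance at 630 nm | Incubation: 45 min enzyme reaction at room temperature | Measure: % inhibition of SCP-1 phosphate liberation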
CSN inh – inhibitors of CSN-mediated cullin deneddylation, primary screen, biochemical, fluorescence polarization, uHTS; inhibition, % at 12.5 µM; COP9 signalosome complex subunit 5 (Homo sapiens), Q92905; 360,000 compounds, 0.38% hits; Purified CSN, SCF-Nedd8-OG deneddylation;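 active means pattern-corrected inhibition above about 35%, with an unprinted fluorescence ratio check between 0.5 and 1.5, limit read from the data, passing the limit was not always enough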;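 further: 0% = enzyme with substrate and 100% = substrate without enzyme; some results filed as inactive read as strong as hits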
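Assay system: purified human Csn5 enzyme expressed in HEK293T cells; measure: % inhibition; also added: SCFSkp2-Nedd8OG substrate at 10 nM final; technique: fluorescence polarization; times: reaction 90 min, room temperature; medium: Tris buffer pH 7.5, NaCl, DTT, Tween-20, trehalose, ovalbumin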
SUMO1-SIM PPI – modulators of SUMO1 protein-protein interactions, primary screen, biochemical, uHTS; 360,000 compounds, 0.33% hits; SUMO1 binding to a labelled peptide, TR-FRET, 1 h; Small ubiquitin-related modifier 1 (Homo sapiens), P63165; AID 602429, 2012; inhibition, % at 20 µM; in the data active means inhibition above about 37%
NadD block – inhibitors of S. aureus NadD, primary screen, biochemical, colorimetric, uHTS. Nicotinate-nucleotide adenylyltransferase NadD (Staphylococcus aureus N315). purified NadD enzyme, colorimetric absorbance read-out. inhibition, % at 20 µM. 360,000 compounds, 0.78% hits; in the data active means inhibition above about 26%; further: some compounds past the cut are filed as inactive
An asterisk follows results filed as active; i = inactive; . = no result given.

SMILES | LMPTP inh | STEP block | Rpn11 block | TbMetRS inhib | DNMT1 block | PABP1 MLLE inh | Scp-1 inhibitor | CSN inh | SUMO1-SIM PPI | NadD block
Cc1cc(F)ccc1NC(=O)c1ccc(NS(=O)(=O)c2cc(C(C)(C)C)ccc2C)cc1 | 2.8 | 1 | i | -0.5 | -2 | 8 | -11 | -2 | 8 | 16
O=C(CSCc1nc2scc(-c3cccs3)c2c(=O)[nH]1)Nc1ccccn1 | -1.5 | 2 | i | -0.3 | 5 | -19 | -4 | 4 | 3 | 0
O=C(Oc1ccccc1N1C(=O)C2CCCCC2C1=O)c1ccccc1F (stereo not given) | -1.3 | -4 | i | -0.5 | 0 | 9 | 0 | -2 | -2 | -8
C=CCN1C(=O)C(C)(C)Nc2ccccc21 | -2.2 | -13 | i | -0.3 | 0 | 8 | -6 | 1 | 7 | 1
CN(Cc1ccc(F)cc1)C(=O)COc1ccc2ccccc2c1 | 2.2 | 0 | i | -0.7 | -3 | -11 | -2 | 1 | 5 | -7
Cc1cc(C(=O)OCC(=O)Nc2ccc(F)c(F)c2)c(C)o1 | -0.2 | -2 | i | 0.5 | 1 | 0 | -7 | -1 | 3 | -9
COc1cccc2cc(NC(=O)C3CCCCC3)c(=O)oc12 | -1.5 | 1 | i | -0.7 | 7 | -6 | -6 | 0 | 1 | -2
O=C(Nc1ccccc1)c1cccc(S(=O)(=O)NC2CCCC2)c1 | 0.8 | -1 | i | 0.1 | 2 | 1 | -2 | 2 | 4 | -7
COc1ccc(CC(N)c2csc(Nc3cc(Oc4ccccc4)ncn3)n2)cc1 (stereo not given) | 2.7 | 0 | i | -0.5 | -4 | 0 | . | 1 | 3 | 6
Cn1c(SCc2cccc([N+](=O)[O-])c2)nc2c(c1=O)SCC2 | 0.2 | 3 | i | -0.3 | 0 | 0 | -5 | -4 | -16 | -4
CC12CC(NC(=O)N1c1cccc(C(=O)N3CCN(c4ccccn4)CC3)c1)c1ccccc1O2 (stereo not given) | 0.0 | 0 | i | 0.0 | 1 | 5 | -6 | 0 | 0 | 0
CCn1cc(C(=O)N2CCN(c3ccccc3)CC2)c(=O)c2cc(S(=O)(=O)N3CCOCC3)ccc21 | -0.2 | -2 | i | -0.6 | 1 | -12 | -3 | 4 | 2 | -4
Cc1cc(C)c(C#N)c(Nc2cccc(Br)c2)n1 | 0.2 | 1 | i | -0.6 | 0 | 5 | -7 | 2 | 2 | -7
C[N+](C)(C)CCNC(=O)c1cc[n+](Cc2ccccc2)c(/C=N/O)c1 | -9.2 | -4 | i | 1.1 | 5 | -131 | 100* | -1 | -54 | 6
O=C1OC(N2CCN(c3ccccn3)CC2)c2ccccc21 (stereo not given) | -2.1 | -1 | i | -0.1 | 3 | 5 | -4 | 0 | 0 | 11
COc1ccccc1NC(=O)c1nc[nH]c1C(=O)Nc1ccccc1OC | -1.0 | -2 | i | -0.2 | 6 | 17 | 0 | 2 | 3 | 8
CCOc1ccccc1N(C(=O)c1snc(C(N)=O)c1N)C(C(=O)NCCC(C)C)c1ccco1 (stereo not given) | 0.2 | 2 | i | -0.2 | -6 | 5 | -1 | 5 | -9 | 8
COc1ccc(CCNC(=O)c2ccc(CNS(=O)(=O)c3ccccc3)cc2)cc1OC | -2.5 | -3 | i | -0.8 | 7 | 16 | -3 | -17 | 2 | -8
O=C(O)c1ccc(Sc2nnc3ccccn23)c([N+](=O)[O-])c1 | -0.4 | 3 | i | 0.1 | 3 | 6 | -2 | -1 | -25 | -2
COc1ccc(CN2CC[C@@H]3CN(C(C)=O)[C@H](c4ccccc4Br)C[C@@H]32)cc1 | 0.6 | 2 | i | -0.7 | -1 | -16 | . | 161* | 7 | 1
COCCNC(=O)c1onc(CSc2ccc(F)c(F)c2)c1C(=O)O | -1.4 | 2 | i | -0.1 | 4 | -1 | -3 | -6 | 1 | -2
CCN(CC)c1ccc(/C=C2\C(=O)c3ccc(C(=O)O)cc3C2=O)cc1 | 29 | -35 | . | -0.5 | 8 | i | 28 | 110 | 17 | 8
CC1(C(=O)NS(=O)(=O)c2ccccc2Cl)CCN1C(=O)Cc1cccs1 (stereo not given) | -1.3 | 3 | i | -0.3 | 5 | -5 | . | 10 | 2 | 2
C[N+]1(CC(=O)OC2CCCCCCCCCCC2)CCCC1 | 0.1 | 3 | i | 0.0 | 1 | -137 | 8 | -6 | -2 | 14
CSc1cccc(NC(=O)C2CCN(C(=O)c3ccccc3C)CC2)c1 | -1.6 | -3 | i | 0.0 | 3 | 5 | -13 | 3 | 3 | 3

Fetched one by one from above (three):
SMILES | LMPTP inh | STEP block | Rpn11 block | TbMetRS inhib | DNMT1 block | PABP1 MLLE inh | Scp-1 inhibitor | CSN inh | SUMO1-SIM PPI | NadD block
COc1ccccc1NC(=O)c1nc[nH]c1C(=O)Nc1ccccc1OC | -1.0 | -2 | i | -0.2 | 6 | 17 | 0 | 2 | 3 | 8
Cn1c(SCc2cccc([N+](=O)[O-])c2)nc2c(c1=O)SCC2 | 0.2 | 3 | i | -0.3 | 0 | 0 | -5 | -4 | -16 | -4
C=CCN1C(=O)C(C)(C)Nc2ccccc21 | -2.2 | -13 | i | -0.3 | 0 | 8 | -6 | 1 | 7 | 1

The listing picks up, starting two compounds before the break.
SMILES | LMPTP inh | STEP block | Rpn11 block | TbMetRS inhib | DNMT1 block | PABP1 MLLE inh | Scp-1 inhibitor | CSN inh | SUMO1-SIM PPI | NadD block
C[N+]1(CC(=O)OC2CCCCCCCCCCC2)CCCC1 | 0.1 | 3 | i | 0.0 | 1 | -137 | 8 | -6 | -2 | 14
CSc1cccc(NC(=O)C2CCN(C(=O)c3ccccc3C)CC2)c1 | -1.6 | -3 | i | 0.0 | 3 | 5 | -13 | 3 | 3 | 3
O=C(O)/C=C/C(=O)NCCc1cccc(Cl)c1 | -1.1 | 6 | i | -0.2 | -2 | 8 | -7 | 1 | 6 | -1
C[C@H]1C=C(C(=O)NC2CC2)O[C@@H](OCc2ccc(CO)cc2)C1 | -1.0 | -2 | i | -0.2 | 7 | 5 | -6 | 0 | 2 | 0
C[C@@]12CCC3[C@@](CCC4[C@@]3(C)CCC[C@@]4(C)C(=O)Nc3ccc(Cl)cc3)(CC1=O)C2 (stereo not given in full) | 2.0 | 1 | i | 0.3 | -1 | 9 | -12 | 2 | 8 | 6
CC(Sc1nc2cc(Cl)ccc2s1)C(=O)Nc1ccc2c(c1)OCO2 (stereo not given) | 1.9 | 2 | i | 0.1 | -16 | -12 | -8 | -1 | 2 | 0
COc1cc(CCC(=O)Nc2cc(Cl)ccc2N2CCN(C)CC2)cc(OC)c1OC | -1.4 | -4 | i | -0.7 | -5 | -3 | -5 | 2 | 0 | 2
CCOc1ccnc(OCC)c1Br | -2.4 | -2 | i | 0.1 | 1 | -9 | -9 | -6 | 0 | 2
O=C(c1ccccc1Nc1ccc(SC(F)F)cc1)N1CCCCCC1 | 1.5 | -1 | i | -0.3 | -5 | -6 | -6 | 1 | 2 | -4
CN(C)CCNC(=O)C1CCN(S(=O)(=O)c2ccc3ccccc3c2)CC1 | 2.7 | 0 | i | -0.3 | 1 | -6 | -7 | 0 | -6 | -8
CCOC(=O)C1CCN(C(=O)c2ccc(OCC(=O)Nc3cccc(C(F)(F)F)c3)cc2)CC1 | -9.1 | 0 | i | -0.4 | -2 | -1 | -12 | -1 | -36 | 5
CC(C(=O)NCC1(c2ccccc2)CCCC1)N1CCCC1 (stereo not given) | -3.6 | -6 | i | -0.7 | -2 | -2 | 0 | -4 | -1 | -6
Cn1c(=O)c2c(nc(CN3CCN(Cc4ccccc4)CC3)n2Cc2cccc(Cl)c2)n(C)c1=O | -0.2 | 3 | i | -0.1 | 0 | -7 | -1 | 0 | 11 | -3
CCCCN(CCCC)C(=O)c1cn(CC)c2cc(N3CCN(C)CC3)c(F)cc2c1=O | -2.4 | 0 | i | -0.8 | -1 | -8 | -10 | 2 | 1 | -3
COc1cc(C(=O)OCC(=O)NCCC2=CCCCC2)cc(OC)c1OC | 0.5 | 0 | i | -0.5 | 2 | -3 | 1 | -2 | 3 | 0
O=c1ccc(-c2ccc(S(=O)(=O)N3CCCCC3)o2)n[nH]1 | -1.7 | 0 | i | -0.6 | 1 | 7 | -2 | 1 | -14 | -3
CC(C)N(C)C1=CC(=O)C(N(C)C(C)C)=CC1=O | -2.8 | -1 | i | -0.2 | 4 | 20 | -10 | 6 | -25 | 1
O=C(COc1ccc2c3c(c(=O)oc2c1)CCC3)NCc1ccccn1 | -0.6 | 2 | i | -0.2 | 6 | 5 | -3 | -1 | -4 | -7
O=C1OC(N2CCN(C/C=C/c3ccccc3)CC2)c2ccccc21 (stereo not given) | -3.0 | -2 | i | -0.6 | -4 | -1 | -2 | 0 | -2 | 1
Cc1ccc(S(=O)(=O)N2CCCCC2)cc1NC(=O)COC(=O)C1CC1 | -1.7 | -3 | i | 0.0 | 1 | -1 | . | 3 | 3 | -4
O=C(O)c1cccc(NC(=O)c2ccccc2NC(=O)c2ccccc2F)c1 | -1.5 | -3 | i | -0.6 | 2 | 5 | 3 | -1 | -2 | -5
O=C(NCc1ccccc1)c1csc2c1CCCC2 | -0.8 | -3 | i | 0.0 | 2 | -4 | 0 | 5 | 3 | 0

Bioassay records deposited in PubChem by several laboratories.

Outcome played no part in choosing rows. About 3.6% of those tested had a hit in this group.
